Bioassay records: PubChem, several laboratories
Rac1 wt GTP bind – human Rac1 wildtype GTP binding, inhibitors and activators. AID 757. GTP binding activity (% of control), % at 10 µM. hit rate 0.27% among 190,000. GST-Rac1 beads, fluorescent GTP binding, flow cytometry; actives lie on both sides; 0 = cold GTP competed, 100 = untreated;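 active means GTP binding activity at least 20 points away from the 100% control level, either lower or higher; inconclusive means compound flagged as likely green fluorescent, judged across all proteins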
Rab7 wt modul – dog Rab7 wildtype GTP binding, inhibitors and activators; GST-Rab7 beads, fluorescent GTP binding, flow cytometry; actives lie on both sides; untreated = 100%, excess cold GTP = 0%; GTP binding activity (percent of control), % at 10 µM; hit rate 0.055% among 190,000; AID 758;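 active means fluorescent GTP binding to Rab7 beads changed by at least 20 points from the 100% baseline, either direction, mostly lower; inconclusive means compound itself probably fluorescent, or too few beads counted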;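 further: median green fluorescence of bound Bodipy-FL-GTP per Rab7 bead population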
Pf gametocyte – kills late stage P. falciparum gametocytes; P. falciparum stage V gametocytes, ATP luminescence, 24 h; inhibition, % at 10.9 µM; hit rate 0.065% among 150,000; AID 743093;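 active means inhibition above the mean plus 3 SD of compounds within the control limits, set per campaign, cut at about 38% in these data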;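 further: 0% = DMSO wells and 100% = medium only without gametocytes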
Cdc42 wt GTP – human Cdc42 wildtype GTP binding change, either direction. P60953. GST-Cdc42 beads, Bodipy-GTP binding, flow cytometry; actives lie on both sides. percent activity (GTP binding), % at 10 µM. hit rate 0.2% among 190,000;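 active means percent activity GTP binding at least 20 points away from the 100% baseline, either down as inhibitor or up as activator; inconclusive means compound flagged as likely green fluorescent from well-wide comparison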;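 further: median bead fluorescence of bound Bodipy-FL-GTP at 100 nM; 0% = excess unlabeled GTP control and 100% = no compound control; below 100% means less GTP binding so inhibitor and above means activator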
Rac1 act GTP bind – human Rac1 activated mutant GTP binding change; AID 764; GST-Rac1 activated beads, fluorescent GTP binding, flow cytometry; actives lie on both sides; 100% means binding = to untreated wells; P63000; hit rate 0.11% among 190,000; percent activity (GTP binding), % at 10 µM;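 active means GTP binding at least 20 percentage points away from the 100% baseline, in either direction, so actives lie on both sides; inconclusive means Compound likely fluorescent itself, or too few beads counted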
GSH bead fluor – compound fluoresces at 488/530 nm on GSH beads; GSH beads flow cytometry, compound fluorescence 488/530 nm; active compounds read high; fluorescence (KMESF) at 10 µM; hit rate 0.25% among 190,000; in the data active means fluorescence above about 89;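 further: glutathione beads carrying GST-tagged Bcl family fusion proteins plus one bare bead set; values are compound well signal with DMSO vehicle wells as background; inactives centre near 16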
ABCB1 inh – inhibitors of human ABCB1 transporter, ABCG2 counter-screen | inhibition, % at 6.6 µM | P08183 | CCRF-Adr cells, JC-1 efflux, flow cytometry | hit rate 0.067% among 190,000; in the data active means inhibition above about 40%;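 further: 0% = vehicle and 100% = reference inhibitor; higher value means more JC-1 retained so stronger ABCB1 efflux block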
Target sequence (P08183 whole entry, looked up): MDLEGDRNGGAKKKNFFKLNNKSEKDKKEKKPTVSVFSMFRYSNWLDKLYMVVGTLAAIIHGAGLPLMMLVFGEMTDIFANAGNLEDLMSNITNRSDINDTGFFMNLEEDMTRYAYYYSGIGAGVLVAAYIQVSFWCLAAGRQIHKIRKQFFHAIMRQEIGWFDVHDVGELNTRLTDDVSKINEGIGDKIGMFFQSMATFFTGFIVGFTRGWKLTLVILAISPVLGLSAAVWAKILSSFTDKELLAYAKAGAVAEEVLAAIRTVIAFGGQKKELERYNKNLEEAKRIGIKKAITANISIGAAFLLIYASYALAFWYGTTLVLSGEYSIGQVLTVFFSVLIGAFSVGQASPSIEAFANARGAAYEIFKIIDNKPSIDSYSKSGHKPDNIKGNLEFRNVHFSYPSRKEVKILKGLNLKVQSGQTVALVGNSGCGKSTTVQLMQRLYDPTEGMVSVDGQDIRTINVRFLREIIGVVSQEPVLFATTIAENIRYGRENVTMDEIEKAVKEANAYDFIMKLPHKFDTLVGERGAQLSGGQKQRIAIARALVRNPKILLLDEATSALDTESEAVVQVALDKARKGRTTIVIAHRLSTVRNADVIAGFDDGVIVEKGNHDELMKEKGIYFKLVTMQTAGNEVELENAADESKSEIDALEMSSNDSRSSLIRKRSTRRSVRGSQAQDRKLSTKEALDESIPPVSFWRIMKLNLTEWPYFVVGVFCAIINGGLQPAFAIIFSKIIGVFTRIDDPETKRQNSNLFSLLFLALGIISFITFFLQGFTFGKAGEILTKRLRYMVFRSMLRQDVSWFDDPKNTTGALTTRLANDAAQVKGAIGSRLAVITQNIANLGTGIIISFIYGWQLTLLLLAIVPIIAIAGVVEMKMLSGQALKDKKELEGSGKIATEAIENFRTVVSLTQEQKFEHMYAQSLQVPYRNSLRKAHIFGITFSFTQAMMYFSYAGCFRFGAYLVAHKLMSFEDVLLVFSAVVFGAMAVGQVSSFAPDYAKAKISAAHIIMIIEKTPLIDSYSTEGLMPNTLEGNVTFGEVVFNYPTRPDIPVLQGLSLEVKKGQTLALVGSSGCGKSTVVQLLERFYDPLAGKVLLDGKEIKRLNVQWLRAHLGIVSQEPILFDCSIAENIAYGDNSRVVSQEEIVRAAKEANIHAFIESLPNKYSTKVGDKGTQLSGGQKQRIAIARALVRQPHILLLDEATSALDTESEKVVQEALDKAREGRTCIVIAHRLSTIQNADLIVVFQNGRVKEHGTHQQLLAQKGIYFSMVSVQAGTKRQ
ABCG2 inh – human ABCG2 inhibition, ABCB1 as counter-screen; hit rate 0.1% among 190,000; Q9UNQ0; inhibition, % at 6.6 µM; AID 1325; IgMXP3 cells, JC-1 efflux, flow cytometry;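 active means inhibition above 80%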;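 further: 0% = DMSO and 100% = nicardipine control wells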
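Assay system – ABCG2 IgMXP3 and barcoded ABCB1 CCRF-Adr cell mix · Input – 3 million cells/mL in well · Reagent – JC-1 fluorescent substrate · Compound – single test compound dose, 6.6 µM final · Timing – 10 min exposure at 25 °C with rotation, no wash · Detection – flow cytometry of retained JC-1 fluorescence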
Avidin fluor – avidin bead compound fluorescence profile; Avidin beads, compound fluorescence 488/530 nm, flow cytometry; active compounds read high; fluorescence (KMESF) at 10 µM; hit rate 0.38% among 220,000; AID 1775; in the data active means fluorescence above about 47; further: inactives centre near 10
Rab2A wt mod – changes GTP binding to wildtype dog Rab2A, up or down; GST-Rab2 wt beads, Bodipy-GTP binding, flow cytometry; P61105; hit rate 0.19% among 190,000; AID 760; GTP binding activity, % at 10 µM;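 active means GTP binding activity at least 20 points away from 100%, either lowered or raised; inconclusive means signal likely due to the compound's own green fluorescence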;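 further: 0% = beads with excess unlabeled GTP and 100% = no-compound control corrected for plate trend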
HRas wt GTP bind – human HRas wildtype GTP binding, change in either direction | GST-Ras wt beads, Bodipy-FL-GTP binding, flow cytometry; actives lie on both sides | GTP binding activity, % at 10 µM | hit rate 0.14% among 190,000;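 active means GTP binding activity at least 20% away from the 100% baseline, either lowered as inhibitor or raised as activator; inconclusive means flagged as likely green fluorescent, judged across all proteins in the well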;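 further: 0% = unlabeled GTP competition control and 100% = no-compound control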
* marks the source's active call; other numbers are inactive results; ? = inconclusive; . = no result given.

SMILES | Rac1 wt GTP bind | Rab7 wt modul | Pf gametocyte | Cdc42 wt GTP | Rac1 act GTP bind | GSH bead fluor | ABCB1 inh | ABCG2 inh | Avidin fluor | Rab2A wt mod | HRas wt GTP bind
CC1(C)Cc2c(C#N)c(N)sc(=S)c2CS1 | 99 | 101 | 20 | 97 | 92 | 8 | -0.9 | -2 | 21 | 99 | 97
CC12CC(c3ccccc3O1)N(C(=O)c1ccco1)C(=S)N2c1ccc(F)cc1 (stereo not drawn) | 105 | 103 | . | 105 | 97 | 25 | 0.9 | 8 | 14 | 103 | 101
COc1ccc(C(C(=O)NC2CCCC2)N(Cc2cccs2)C(=O)c2ccn[nH]2)cc1OC (stereo not drawn) | 106 | 100 | 20 | 99 | 95 | 16 | 0.1 | 0 | 9 | 99 | 100
CCN1C(=O)c2cccc3c(NC(=O)c4ccc(OC)c(OC)c4)ccc1c23 | 103 | 96 | . | 101 | 99 | 25 | 0.7 | 3 | 11 | 100 | 98
COc1ccc(C(=O)/C=C/C(=O)N(CC(=O)NC2CCCCC2)Cc2cccs2)c(O)c1 | 99 | 102 | -10 | 93 | 93 | 28 | 1.7 | 3 | 7 | 94 | 96
CCCCC(=O)N=c1sc2cc([N+](=O)[O-])ccc2n1C | 99 | 102 | . | 97 | 95 | 10 | 0.8 | 8 | 11 | 96 | 97
O=C(CN1CCCC1)NC(=O)NC1CCCC1 | 99 | 97 | . | 98 | 96 | 13 | 0.0 | 6 | 10 | 95 | 95
Cc1ccc(SCC(=O)Nc2ccc3c(c2)C(=O)NC3=O)cc1 | 96 | 104 | 8 | 96 | 94 | 11 | 0.6 | 36 | 9 | 95 | 97
CCOC(=O)C1CCN(C(=O)Cc2cccc3ccccc23)CC1 | 102 | 102 | . | 100 | 98 | 12 | 0.1 | 0 | 5 | 97 | 100
O=C(Nc1ccc(O)c2c(=O)cc(-c3ccccc3Cl)oc12)c1ccccc1Cl | 102 | 100 | -10 | 95 | 96 | 17 | 0.6 | 29 | 10 | 99 | 100
CCOc1ccc(/C=N/NC(=O)Cc2csc(Nc3cccc(C(F)(F)F)c3)n2)cc1 | 99 | 98 | . | 100 | 97 | 8 | 0.1 | 1 | 9 | 98 | 100
Cc1ccc(S(=O)(=O)N2CCN(CC(=O)N(CC(C)C)c3c(N)n(CC(C)C)c(=O)[nH]c3=O)CC2)c(C)c1 | 104 | 102 | -11 | 102 | 100 | 9 | 1.1 | 2 | 16 | 98 | 100
Cc1cccc(Nc2nnc(SCC(=O)Nc3ccccc3[N+](=O)[O-])s2)c1 | 96 | 102 | -4 | 95 | 96 | 13 | 6.1 | 41 | 9 | 96 | 95
C=CC[n+]1c(-c2ccc(OC)c(OC)c2)csc1NNC(=O)Nc1ccccc1 | 101 | 95 | . | 108 | 102 | 25 | 0.1 | 0 | 13 | 104 | 104
NS(=O)(=O)c1ccc(NC(=S)Nc2nn(Cc3ccc(Cl)cc3Cl)cc2Cl)cc1 | 101 | 99 | -23 | 97 | 95 | 9 | 0.8 | -3 | 2 | 99 | 98
Cn1c(NNC(=O)C2CCCCC2)cc(=O)n(C)c1=O | 98 | 91 | . | 93 | 92 | 15 | -0.1 | 1 | 13 | 94 | 95
Cc1ccc(N2C(=O)C(Cc3ccc(O)cc3)NC2=S)cc1C (stereo not drawn) | 104 | 102 | -22 | 101 | 102 | 12 | -0.4 | -5 | 3 | 101 | 102
Cc1c(Nc2ccc(C=O)cc2)c(=O)n(-c2ccccc2)n1C | 95 | 95 | 9 | 95 | 93 | 8 | 0.4 | 8 | 9 | 94 | 96
CC(=O)Nc1ccc(S(=O)(=O)NCc2csc(-c3cccnc3)n2)cc1 | 99 | 99 | . | 102 | 95 | 46 | 0.5 | 5 | 32 | 100 | 101
COc1cc(C(=O)NCC(=O)OCc2cc(=O)oc3c(C)c(C)ccc23)cc(OC)c1OC | 94 | 99 | -5 | 92 | 90 | 12 | 0.7 | 5 | 14 | 95 | 94
C[n+]1ccc(CC2C(=[N+]([O-])[O-])C=Nc3ncnn32)cc1 (stereo not drawn) | 96 | 95 | -1 | 97 | 98 | 9 | -0.7 | 6 | 26 | 96 | 97
C=CCNC(=S)N/N=C/c1ccc(C)cc1C | ? | ? | 8 | ? | ? | 26 | -0.6 | -2 | 10 | ? | ?
Cn1c(=O)n(C)c2cc([N+](=O)[O-])c(N3CCN(S(C)(=O)=O)CC3)cc21 | 102 | 101 | -22 | 100 | 100 | 9 | 0.5 | 21 | 14 | 100 | 100
CCOc1ccc2c(c1)C(c1ccccc1)=NNC(c1ccccc1)=N2 | 106 | 97 | . | 103 | 99 | 57 | 0.4 | 3 | 9 | 101 | 101
OCC(O)CNC(=S)NC1CCCCC1 (stereo not drawn) | 101 | 103 | -11 | 102 | 99 | 25 | 0.2 | 0 | 10 | 101 | 99
CS(=O)(=O)N(CC(=O)NC1CCCCC1)c1cccc(F)c1 | 103 | 104 | -4 | 99 | 96 | 22 | 0.5 | 1 | 11 | 101 | 101
COC(=O)C1CSc2[nH]c(=O)sc2C1c1ccc(O)c(OC)c1 (stereo not drawn) | 105 | 101 | . | 106 | 101 | 16 | . | . | 6 | 101 | 103
O=C(CN1/C(=C(/O)c2ccccc2)C(=O)c2ccccc2S1(=O)=O)c1ccccc1 | 111 | 96 | . | 106 | 102 | 13 | 1.3 | 0 | 14 | 100 | 103
COc1ccccc1-n1cc(C(=O)N2CCCC(CO)(Cc3ccccc3C)C2)cn1 (stereo not drawn) | 100 | 102 | -15 | 100 | 97 | 12 | 5.9 | 10 | 4 | 99 | 99
Cn1ccc(=S)c2ccccc21 | 101 | 99 | . | 100 | 97 | 25 | 0.3 | 0 | 23 | 98 | 95
C/C(=N\Nc1cccc(Cl)c1)c1ccncc1 | 97 | 92 | 31 | 96 | 95 | 12 | -0.1 | 10 | 11 | 95 | 96
O=C1CC(=O)Nc2cc(S(=O)(=O)N3CCN(c4cccc(C(F)(F)F)c4)CC3)ccc2N1 | 96 | 95 | 39* | 94 | 93 | 12 | 1.1 | 16 | 11 | 94 | 93
COc1ccc(NC(=O)OCCN2CCN(Cc3ccccc3)CCC2=O)cc1 | 106 | 99 | -5 | 102 | 98 | 19 | 0.9 | 6 | 12 | 102 | 102
O=C(CC1Nc2ccccc2NC1=O)NCC1COc2ccccc2O1 (stereo not drawn) | 100 | 97 | . | 103 | 97 | 11 | 0.3 | 2 | 19 | 99 | 99
COC(=O)c1c(NC(=O)CN2CCC(C(N)=O)CC2)c2c(C)cccc2n1C | 101 | 101 | -1 | 102 | 99 | 62 | 0.3 | 0 | 8 | 101 | 100
CC(C(=O)OCC(=O)Nc1cccc(S(=O)(=O)N(C)C)c1)N1C(=O)c2ccccc2C1=O (stereo not drawn) | 96 | 103 | -4 | 98 | 95 | 16 | 1.6 | 6 | 9 | 99 | 97
Clc1ccc(OCCSc2ncccn2)cc1 | 100 | 98 | . | 101 | 98 | 51 | 0.4 | 6 | 11 | 101 | 101
CN(CC(=O)NCc1ccncc1)S(=O)(=O)c1ccc(Cl)cc1 | 93 | 96 | -4 | 99 | 94 | 23 | 0.5 | 2 | 11 | 98 | 97
CCOc1ccc(N2C(=O)CC(N(C)Cc3ccccc3)C2=O)cc1 (stereo not drawn) | 101 | 98 | 4 | 100 | 100 | 25 | 3.1 | 7 | 5 | 97 | 99
CC(=O)NC(C)(C)C1CC=C(C)/C(=N\O)C1 (stereo not drawn) | 102 | 100 | -7 | 104 | 99 | 70 | 0.4 | 1 | 8 | 104 | 102
CC(Sc1nncn1C)C(=O)Nc1nnc(-c2ccccc2)s1 (stereo not drawn) | 95 | 102 | . | 98 | 96 | 27 | 0.2 | 2 | 7 | 99 | 99
CCOC(=O)N1CCC(N(CCN(C)C)C(=S)Nc2cccc(C)c2)CC1 | 101 | 101 | 17 | 100 | 100 | 17 | 1.2 | 2 | 15 | 103 | 102
Cc1cc(C)c(O)c(-c2cc(C(=O)Nc3ccc(S(=O)(=O)N4CCOCC4)cc3)[nH]n2)c1 | ? | ? | . | ? | ? | 26 | -1.2 | -2 | 17 | ? | ?
CCCCCC(=O)NNC(=O)Cc1ccc([N+](=O)[O-])cc1 | 100 | 98 | 2 | 99 | 98 | 17 | 0.9 | 2 | 7 | 99 | 99
CCCCCC1CC(/C(C)=N/NC(N)=O)OC1=O (stereo not drawn) | 96 | 97 | . | 96 | 95 | 53 | -0.2 | -1 | 11 | 95 | 98
Cc1ccc2c(c1)cc(CN(Cc1ccco1)C(=O)COc1ccccc1)c1nnnn12 | 96 | 97 | . | 95 | 96 | 53 | 1.0 | 2 | 102* | 96 | 97
CCC(C)Nc1nc(OCC(F)(F)F)nc(OCC(F)(F)F)n1 (stereo not drawn) | ? | ? | . | ? | ? | 25 | 0.0 | 0 | 7 | ? | ?
Brc1ccc(-c2cnc(-c3cccs3)o2)cc1 | 99 | 100 | . | 100 | 97 | 26 | 0.1 | 7 | 5 | 98 | 101
CCc1ccc(NC2=NCC(c3ccccc3)S2)cc1 (stereo not drawn) | 102 | 96 | -5 | 95 | 96 | 16 | 0.8 | 2 | 20 | 94 | 99
CCCOc1ccc(/C=N\NC(=O)CCc2n[nH]c(=O)[nH]c2=O)cc1OC | 98 | 99 | -3 | 96 | 95 | 15 | 0.9 | 2 | 17 | 98 | 97
O=C(NCc1ccncc1)C(=O)NCC(c1ccccc1)c1ccccc1 | 101 | 96 | 0 | 103 | 101 | 13 | 1.2 | 4 | 15 | 100 | 100
COc1ccc(-c2cc(C(=O)Nc3ccc(C)cc3)no2)cc1 | 106 | 100 | . | 106 | 101 | 10 | -0.2 | 1 | 42 | 103 | 101
N#CC1=C(S)N(c2ccccc2)C(c2ccco2)NC1=O (stereo not drawn) | 91 | 97 | -17 | 92 | 90 | 26 | -0.5 | -2 | 5 | 93 | 92
S=c1[nH]nc(Nc2cccc(Cl)c2)s1 | 89 | 103 | 4 | 89 | 89 | 16 | -1.4 | -1 | 5 | 94 | 93
Cc1cccc2[nH]c3c(N4CCC5(CC4)OCCO5)ncnc3c12 | 105 | 102 | 2 | 103 | 99 | 23 | 0.2 | 1 | 40 | 101 | 102
